WT yeast gro inh: growth inhibition of WT yeast, mitochondrial fusion screen; mitochondrial fusion phenotypic screen, WT strain; inhibition, % at 10 µM; 190,000 compounds, 2.1% hits; AID 1362; in the data active = inhibition above about 58%; tested in S. cerevisiae
NS5 inhibitors: flavivirus cap methylation enzyme inhibition – biochemical, confirmation dose response, primary screen (AID 588689) | Dengue-2 NS5 methyltransferase capping enzyme assay, biochemical; higher % means a stronger effect | inhibition, % at 25 µM, or IC50 in µM where a hit was titrated | 340,000 compounds, 0.3% hits; in the data active = a potency from the dose series
NTR1 agonist: agonists of NTR1, primary screen, imaging, U2OS cells, beta-arrestin-GFP, high content (AID 493036); P30989; activation, % at 20 µM; 330,000 compounds, 0.17% hits; NTR1-U2OS beta-arrestin-GFP spot imaging, agonist mode;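 active = activation at or above 40% of the spot to cytoplasm intensity ratio, with at least 20 cells analyzed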;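 also: 0% = DMSO without peptide and 100% = 100 nM NTR1 peptide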
Target sequence (P30989 whole entry, looked up): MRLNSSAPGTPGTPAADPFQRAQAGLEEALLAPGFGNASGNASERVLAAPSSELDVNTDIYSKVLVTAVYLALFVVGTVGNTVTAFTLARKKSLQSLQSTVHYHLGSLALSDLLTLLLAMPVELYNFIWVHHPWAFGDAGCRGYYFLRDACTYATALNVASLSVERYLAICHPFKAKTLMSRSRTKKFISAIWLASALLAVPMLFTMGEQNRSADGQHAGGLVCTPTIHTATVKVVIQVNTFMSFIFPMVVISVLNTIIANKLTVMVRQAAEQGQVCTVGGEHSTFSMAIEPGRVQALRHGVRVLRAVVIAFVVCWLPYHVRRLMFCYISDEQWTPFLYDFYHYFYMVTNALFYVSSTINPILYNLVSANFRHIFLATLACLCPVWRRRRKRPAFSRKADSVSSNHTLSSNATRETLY
K1F lysis inhibition: protection from phage-mediated lysis, alamar blue read-out – E. coli UTI89, K1F phage, bacterial capsule biogenesis inhibitors (AID 488966); inhibition, % at 100 µM; hits with a dose series show IC50 in µM; 340,000 compounds, 0.02% hits; E. coli UTI89 K1F phage lysis, alamar blue, 2 h; higher % means a stronger effect;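 active = phage lysis inhibition, versus mean bacterial control, above a set limit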;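 also: capsule biogenesis inhibitors block K1F phage lysis so surviving cells raise fluorescence; higher fluorescence means more inhibition of phage lysis; actives were called in the ten point dose series up to 300 µM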
Autophagy HCS: modulators of autophagy | MEF GFP-LC3 puncta imaging; test concentration mostly 10 µM | AID 463193 | 190,000 compounds, 0.98% hits | calls only at 10 µM (by protocol);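 active = percentage of spot-positive cells more than 3 SD above its plate mean, without a fluorescence outlier flag or 80% toxicity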;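 also: spot-positive cell cutoff set from DMSO-treated cells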
GPR35 arrestin U2OS: GPR35 antagonists blocking zaprinast-driven arrestin recruitment, primary screen, imaging, U2OS, beta-arrestin-GFP, zaprinast agonist (AID 2058); U2OS GPR35 beta-arrestin-GFP translocation imaging, zaprinast antagonism; higher % means a stronger effect; inhibition, % at 10 µM; hits with a dose series show IC50 in µM; 290,000 compounds, 0.052% hits;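 active = inhibition of at least 50% with at least 30 cells and total cytoplasm GFP at most 10,000,000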
RSV antiviral HEp-2: inhibition of RSV-induced cytopathic effect – HEp-2 cells, primary 10 µM value included (AID 2391); HEp-2 cells, RSV-induced CPE inhibition; higher % means a stronger effect; one-dose CPE inhibition, % at 10 µM; IC50 in µM for titrated hits; 310,000 compounds, 0.13% hits; in the data active = a potency from the dose series; also: strong numbers were not always called active
AID2073: disruptors of CaV2.2 binding to Mint1 – biochemical, HTRF (AID 2073); HTRF protein-protein interaction, Mint1-CaV2.2; higher % means a stronger effect; inhibition, % at 20 µM; hits with a dose series show IC50 in µM; 290,000 compounds, 0.19% hits; in the data active = inhibition mostly above about 51%, no sharp cut-off; also: some results filed as inactive read as strong as hits
LYP phosphatase: inhibitors of LYP phosphatase, biochemical, fluorescence intensity, uHTS (AID 1779) | recombinant LYP phosphatase, fluorescence intensity; higher % means a stronger effect | inhibition, % at 11.5 µM, or IC50 in µM where a hit was titrated | 290,000 compounds, 0.054% hits; in the data active = inhibition above about 50%;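 also: plate controls were vehicle with enzyme for no effect and no enzyme for full effect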
WT yeast gro inh mutant strain: also measured in WT yeast gro inh; calls as there; inhibition, %; mitochondrial fusion phenotypic screen, mutant strain inhibition
Autophagy HCS cell loss 18 h: also measured in Autophagy HCS; calls as there; toxicity, %; measured here: cell loss, nuclei count;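 cell loss after 18 h compound exposure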
NTR1 agonist cell count 20 µM: further read-out of NTR1 agonist, marked with its call; cell count; measured here: cell count, cytotoxicity flag
Numbers without * were called inactive; i = inactive; · = not tested or not shown; [ ] = dose if it differs, or a comment.

SMILES | WT yeast gro inh | WT yeast gro inh mutant strain | NS5 inhibitors | NTR1 agonist | NTR1 agonist cell count 20 µM | K1F lysis inhibition | Autophagy HCS | Autophagy HCS cell loss 18 h | GPR35 arrestin U2OS | RSV antiviral HEp-2 | AID2073 | LYP phosphatase
Cc1cc(C)c(C#N)c(SCC(=O)c2cc(C)n(CCc3ccccc3)c2C)n1 | -8 | 1 | -6% | 0.6 | 55 | 0.7% | i | 2 | 7% | 10% | 7% | -5%
CCCCCn1c(=O)[nH]c2cc(C(=O)NCc3ccco3)ccc2c1=O | 0 | 11 | 2% | -2.3 | 96 | 0.9% | i | 26 | -7% | 2.7% | 2% | -2%
C=CCOc1ccc(/C=C/C(=O)OCC(=O)NCCc2ccccc2)cc1 | · | · | -6% | 0.2 | 62 | 0.7%[50 µM] | · | · | · | 0.6% | · | ·
O=[N+]([O-])c1cc(CN(CCO)CCO)ccc1O | · | · | -6% | 1.5 | 67 | 0.0% | · | · | -4% | 1.8% | -2% | -6%
CC1=C(C(=O)OCc2ccccc2)C(c2ccc3ccccc3c2)NC(=O)N1CCCC(=O)O (stereo not given) | · | · | -3% | -4.6 | 48 | -1.1% | · | · | 7% | 2.2% | 14% | -7%
Cc1ccc(-c2nn(C)c(=O)c3ccccc23)cc1CN1CCOCC1 | -13 | -20 | -4% | 2.4 | 50 | 6.5% | i | 9 | -15% | -0.3% | -6% | -5%
C[C@@H]1NC(=O)c2cc([N+](=O)[O-])cc(I)c2OCC[C@@H](C(=O)NC(CC(=O)O)C(N)=O)NC(=O)[C@H](CC(N)=O)NC1=O (stereo not given in full) | -4 | 14 | · | -2.0 | 95 | · | i | 7 | -2% | -0.8% | -6% | 2%
O=C(CSc1ccc(Cl)cc1)NN=C1CCCCCC1 | 9 | 5 | -1% | -0.2 | 30 | -1.1% | i | 7 | 0% | 0.8% | 0% | -3%
CS(=O)(=O)c1ccc(Cl)c(C(=O)OCC(=O)NC2CCCCCCC2)c1 | · | · | 4% | -1.1 | 59 | 0.8%[50 µM] | · | · | · | 0.8% | · | ·
Cc1c(-c2n[nH]c(=S)n2-c2ccc(Br)cc2)nnn1-c1ccc(Cl)cc1 | 39 | 6 | -4% | 1.4 | 85 | -0.2% | i | 1 | -6% | · | 5% | 0%
O=C1CCCc2c1cc(C(=O)Nc1ccc(Br)cn1)c(=O)n2-c1ccccc1 | -13 | -21 | 0% | 2.6 | 59 | 0.5% | i | -6 | 13% | 1.1% | 22% | 0%
CCN(C(=O)COC(=O)c1c(-c2ccccc2)noc1C)c1c(N)n(Cc2ccccc2)c(=O)[nH]c1=O | · | · | -1% | 0.0 | 65 | 1.2%[50 µM] | · | · | -2% | 2.3% | 3% | -6%
O=C(NCc1nc2ccccc2[nH]1)C1=C[C@H](c2ccccc2)C[C@H](OCCCCO)O1 | · | · | -4% | 3.5 | 65 | 0.6% | · | · | 4% | 2.3% | 1% | -2%
CC(C)(C)NC(=O)C(=O)NCCC1=CCCCC1 | -5 | -16 | -7% | 0.7 | 46 | 1.3% | i | -2 | -4% | 1.0% | -6% | -2%
CN(C)C(=O)C(Sc1ccc(S(=O)(=O)N2CCCC2)cn1)c1ccccc1 (stereo not given) | · | · | -6% | 2.3 | 61 | 0.8%[50 µM] | · | · | · | 2.0% | · | ·
CCCS(=O)(=O)c1c(S(=O)(=O)CCC)c2c(C(N)=O)cccn2c1C(=O)c1ccc(F)cc1 | 6 | 0 | 2% | 5.3 | 34 | -0.1% | i | 5 | -4% | 0.8% | 9% | 3%
N#Cc1cccc(CN2CCC(=O)N([C@H](CO)Cc3ccccc3)CC2)c1 | · | · | -5% | -0.2 | 51 | -0.2% | · | · | 6% | -0.8% | -5% | -6%
COc1ccc2nc(Nc3ccccc3)sc2c1 | 29 | 1 | 0% | 1.9 | 64 | 0.1% | i | 0 | -12% | 42% | 35% | 8%
COCCCNC(=O)C1CC(=O)N(CCc2ccccc2)C1 (stereo not given) | 13 | 17 | 4% | 0.8 | 70 | 4.0% | i | -20 | 9% | -0.3% | -2% | -4%
CN(CC1COc2ccccc2O1)C(=S)Nc1ccccc1F (stereo not given) | 15 | 10 | -4% | -0.3 | 46 | 6.4% | i | 26 | 0% | 1.2% | -18% | -8%
CC1CCCCC12NC(=O)N(CC(=O)NC(=O)Nc1ccc3c(c1)OCCO3)C2=O (stereo not given) | -5 | -3 | -1% | -0.7 | 70 | 0.2% | i | 17 | -11% | 0.0% | -4% | 0%
CCOc1ccc(C(=O)Nc2ccc(N3CCN(S(C)(=O)=O)CC3)cc2)cc1[N+](=O)[O-] | -10 | -8 | 0% | 1.9 | 46 | -1.1% | i | -8 | 18% | 0.8% | 32% | -5%
Cn1cnnc1SCc1ccccc1 | 7 | 13 | 5% | 0.8 | 54 | 1.2% | i | -5 | 5% | 0.1% | 3% | -9%
CCCNC(=S)Nc1ccc(Br)cc1 | 8 | 16 | -2% | 1.6 | 48 | 1.6% | i | 6 | 2% | 5.6% | -15% | -4%
CCOc1ccc(CN(C)C(=O)CNC(=O)c2ccccc2)cc1 | · | · | -3% | -1.4 | 85 | 0.3% | · | · | -4% | 1.5% | 9% | -4%

Some of these compounds in order of the GPR35 arrestin U2OS value, falling.
| SMILES | WT yeast gro inh mutant strain | NS5 inhibitors | GPR35 arrestin U2OS | RSV antiviral HEp-2 | AID2073 | LYP phosphatase |
| --- | --- | --- | --- | --- | --- | --- |
| CC1=C(C(=O)OCc2ccccc2)C(c2ccc3ccccc3c2)NC(=O)N1CCCC(=O)O (stereo not given) | · | -3% | 7% | 2.2% | 14% | -7% |
| CC(C)(C)NC(=O)C(=O)NCCC1=CCCCC1 | -16 | -7% | -4% | 1.0% | -6% | -2% |
| COc1ccc2nc(Nc3ccccc3)sc2c1 | 1 | 0% | -12% | 42% | 35% | 8% |

The listing continues:
SMILES | WT yeast gro inh | WT yeast gro inh mutant strain | NS5 inhibitors | NTR1 agonist | NTR1 agonist cell count 20 µM | K1F lysis inhibition | Autophagy HCS | Autophagy HCS cell loss 18 h | GPR35 arrestin U2OS | RSV antiviral HEp-2 | AID2073 | LYP phosphatase
CC(=O)Nc1cccc(N=NN2CCCCC2)c1 | -7 | 5 | 2% | -0.4 | 55 | 0.4% | i | 24 | 8% | -1.4% | 1% | -2%
COc1cc(NC(=S)Nc2cccnc2)cc(OC)c1 | -5 | -1 | -1% | 0.8 | 50 | -6.5% | i | 0 | 0% | 0.7% | 27% | 2%
COc1ccc(O)c(CN2CCCC(C(=O)Nc3cccc(-n4cccn4)c3)C2)c1 (stereo not given) | · | · | -10% | 0.7 | 50 | 0.1% | · | · | -10% | 0.2% | 0% | -8%
COC(=O)NNC(=O)Cc1cccc2ccccc12 | -13 | -19 | -4% | 2.5 | 33 | 4.3% | i | -11 | -4% | 0.3% | -10% | -1%
CCOC(=O)COc1ccc2ccccc2c1/C=C/[N+](=O)[O-] | 86* | 77* | -20% | · | · | -4.3% | i | -8 | 5% | -1.4% | -8% | -6%
O=c1c2cc(Cl)ccc2[nH]c(=S)n1Cc1cccs1 | 6 | -21 | -10% | 10 | 82 | 2.8%[50 µM] | i | -5 | 0% | -0.5% | -5% | -7%
O=C(O)CSc1nnc(COc2cccc3cccnc23)n1-c1cccc(C(F)(F)F)c1 | -3 | 0 | · | -0.3 | 80 | · | i | 10 | -21% | -1.0% | -34% | -8%
COc1ccc(NS(=O)(=O)c2ccc3nc(COc4ccc(C#N)cc4)[nH]c3c2)cc1 | -8 | -8 | -5% | 0.0 | 80 | 0.6%[50 µM] | i | -2 | 12% | 3.2% | 2% | 13%
CN(Cc1ccccc1)C(=O)COC(=O)Cn1cnc2ccccc21 | 0 | -1 | -10% | 3.6 | 55 | 0.5% | i | -1 | -1% | -1.0% | 1% | 4%
O=C1CSC(c2ccccc2[N+](=O)[O-])N1c1ccccc1 (stereo not given) | -4 | 7 | 0% | 1.0 | 37 | -1.2% | i | 14 | 5% | 0.4% | -1% | -4%
COc1ccc(S(=O)(=O)Nc2cccc(-c3ccc4nncn4n3)c2)c(OC)c1 | · | · | 6% | -0.1 | 56 | 1.4%[50 µM] | · | · | · | -1.3% | · | ·
Cc1cc(=O)oc2cc(OCc3ccc(C(=O)OCC(=O)Nc4ccccc4OC(F)F)cc3)ccc12 | -8 | -35 | -8% | 3.8 | 45 | 3.4% | i | 7 | -10% | 1.3% | 21% | -8%
COc1ccc(-n2c(N)cc(=O)nc2SCC(=O)N2CCN(c3ccccc3)CC2)cc1 | · | · | -4% | -1.3 | 61 | 0.1%[50 µM] | · | · | 4% | -0.1% | 9% | -6%
O=C(COC(=O)c1ccc(Br)o1)NCc1ccc(F)cc1 | · | · | -4% | -0.1 | 57 | 0.9%[50 µM] | · | · | · | 1.3% | · | ·
CCc1ccccc1S(=O)(=O)Cc1ccc(C(=O)NCCc2ccccc2)o1 | · | · | -11% | -0.2 | 65 | 0.0% | · | · | -7% | 9.7% | 2% | -13%
Cc1sc2ncnc(NCCCN3CCCC3=O)c2c1C | -7 | -8 | 4% | 1.1 | 52 | -0.3% | i | 6 | 14% | -0.2% | 3% | -7%
Cc1cc(C(=O)Nc2ccc3c(c2)OCCO3)ccc1[N+](=O)[O-] | · | · | -4% | -0.3 | 58 | -0.2% | · | · | 6% | -0.4% | 7% | -5%
CCOc1cccc(C2NC(=S)NC(C)=C2C(=O)Nc2ccccc2)c1 (stereo not given) | -12 | -11 | -9% | 6.5 | 50 | 0.9% | i | -11 | -5% | 1.7% | -4% | -4%

Of the compounds above, these contain fluorine:
SMILES | WT yeast gro inh | WT yeast gro inh mutant strain | NS5 inhibitors | NTR1 agonist | NTR1 agonist cell count 20 µM | K1F lysis inhibition | Autophagy HCS | Autophagy HCS cell loss 18 h | GPR35 arrestin U2OS | RSV antiviral HEp-2 | AID2073 | LYP phosphatase
CCCS(=O)(=O)c1c(S(=O)(=O)CCC)c2c(C(N)=O)cccn2c1C(=O)c1ccc(F)cc1 | 6 | 0 | 2% | 5.3 | 34 | -0.1% | i | 5 | -4% | 0.8% | 9% | 3%
CN(CC1COc2ccccc2O1)C(=S)Nc1ccccc1F (stereo not given) | 15 | 10 | -4% | -0.3 | 46 | 6.4% | i | 26 | 0% | 1.2% | -18% | -8%
O=C(O)CSc1nnc(COc2cccc3cccnc23)n1-c1cccc(C(F)(F)F)c1 | -3 | 0 | · | -0.3 | 80 | · | i | 10 | -21% | -1.0% | -34% | -8%
Cc1cc(=O)oc2cc(OCc3ccc(C(=O)OCC(=O)Nc4ccccc4OC(F)F)cc3)ccc12 | -8 | -35 | -8% | 3.8 | 45 | 3.4% | i | 7 | -10% | 1.3% | 21% | -8%
O=C(COC(=O)c1ccc(Br)o1)NCc1ccc(F)cc1 | · | · | -4% | -0.1 | 57 | 0.9%[50 µM] | · | · | · | 1.3% | · | ·

Bioassay records deposited in PubChem BioAssay by several laboratories.
